JMJD2A Tudor inh: JMJD2A Tudor domain (human) inhibition; Potency, µM (highest dose often 114 µM), for inactives: top-dose activity change, negative = inhibition, usual class: inhibitors; AID 504339; AlphaScreen JMJD2A-Tudor / H3K4me3 peptide binding; O75164; 390,000 compounds, 4.4% hits; further: on the % scale 0 is the no-effect control and ±100 the full control effect; nearly all actives have a fitted effect of over 50% in size
PGK inhibitor: blocks T. brucei phosphoglycerate kinase | P07378 | PGK/GAPDH coupled, Kinase-Glo luminescence, 60 min | Potency, µM (highest dose often 57.5 µM), for the others: top-dose activity change, negative = inhibition, usual class: inhibitors | 380,000 compounds, 0.043% hits; further: on the % scale 0 is the no-effect control and ±100 the full control effect; nearly all actives have a fitted effect of over 60% in size
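Recombinant glycosomal PGK reaction used 1,3-bisphosphoglycerate generated in-well by GAPDH (100nM final) in 100mM TEA pH 7.6, 5mM MgCl2, 0.01% Tween-20. After 60 minutes at room temperature, ATP was read by Kinase-Glo Plus luminescence end-point.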
ERG Ets-DNA blk: inhibitors of human ERG Ets domain-DNA interaction; Potency, µM (top dose mostly 76.9 µM), for inactives: at the highest dose FP activity, negative = inhibition, hits mostly inhibitors; AID 624246; P11308; 370,000 compounds, 0.028% hits; fluorescence polarization, His-ERG Ets domain / labelled DNA; active means well fitted inhibition curve with a large enough effect in the polarisation, with a control signal flat; inconclusive means small, poorly fitted or top-dose-only effect, or effect the other way, or a change in a side signal; inactive means no such curve, though single readings can be large or run the other way; the % refers to the polarisation;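 further: polarization taken with two DNA probes labelled with fluorescein and Texas red; % of control where 0% means no effect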
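His-tagged ERG Ets domain (1 uM in the protein solution; 300mM KCl, 50mM Tris-HCl, 1mM EDTA, 1mM DTT, pH 7.5) received compound, then a probe mix of 5 nM fluorescein-DNA and 100nM Texas-615-DNA. Fluorescence polarization was read for both dyes.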
RGS4 inh: blocks human RGS4-accelerated GTP hydrolysis. 390,000 compounds, 0.039% hits. Transcreener GDP fluorescence polarization, RGS4-accelerated GTP hydrolysis. P49798. Potency, µM (series often up to 114 µM), inactives show at the top dose activity change, negative = inhibition, hits mostly inhibitors. AID 504845; further: on the % scale 0 is the no-effect control and ±100 the full control effect; nearly all actives have a fitted effect of over 75% in size; some results filed as inactive show a strong effect at the top dose
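MLSMR compounds (23 nl, pin-transferred) preincubated 10 min at room temperature with a 500nM (2x) first reagent, then RGS4 at 900nM (2x) plus Transcreener GDP mix added; fluorescence polarization (620/688 nm) read before and after 90 min at 30 °C.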
HP1b chromo inh: HP1-beta chromodomain-methylated histone interaction inhibition; AlphaScreen HP1-beta / biotin-H3K9me3 peptide binding; 390,000 compounds, 0.56% hits; Potency, µM (highest dose often 114 µM), for inactives: at the top dose activity change, negative = inhibition, actives largely listed as inhibitors; P83916; further: nearly all actives have a fitted effect of over 70% in size; inactives centre near 23
Target sequence (P83916 whole entry, looked up): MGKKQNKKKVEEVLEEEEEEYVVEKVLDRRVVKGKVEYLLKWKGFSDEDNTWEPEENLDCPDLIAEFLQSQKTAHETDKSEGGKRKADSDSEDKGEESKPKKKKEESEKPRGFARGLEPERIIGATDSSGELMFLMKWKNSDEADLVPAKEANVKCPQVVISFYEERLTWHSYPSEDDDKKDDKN
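AlphaScreen: HP1-beta (50 nM) preformed 30 min with biotin-H3(1-18)K9me3 peptide (50 nM) in PBS pH 7.4, 0.01% Tween-20. Compound added for 30 min at RT, then streptavidin donor/nickel chelate acceptor beads (10 ug/mL) for 30 min.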
rTrxR1 inhibitor: inhibitors of rat thioredoxin reductase 1; O89049; recombinant rTrxR1, NADPH fluorescence consumption, selenite substrate; Potency, µM (series often up to 114 µM), without a hit: top-dose activity change, negative = inhibition, actives largely listed as inhibitors; 390,000 compounds, 1% hits; AID 588453; further: on the % scale 0 is the no-effect control and ±100 the full control effect; nearly all actives have a fitted effect of over 65% in size
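Rat TrxR1 (90 nM in the dispensed reagent) was pre-reduced with 400 uM NADPH for 5 min at room temperature, then incubated with compound for 15 min. After 400 uM selenite was added, NADPH fluorescence (Ex 340/Em 450 nm) was followed for 8 min.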
ALOX12 inh: ALOX12 (human) lipoxygenase inhibition | AID 1671190 | P18054 | 580,000 compounds, 1.1% hits | purified 12hLO, xylenol orange hydroperoxide absorbance | Potency, µM (top dose mostly 108 µM), inactives show at the top dose activity change, negative = inhibition, usual class: inhibitors; further: on the % scale 0 is the no-effect control and ±100 the full control effect
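Hydroperoxide product was detected by ferrous iron/xylenol orange as the 573 to 405 nm absorbance ratio. Arachidonic acid at 40 uM (final) was turned over for 30 min at room temperature by 150 nM human 12hLO, pH 7.0 Hepes buffer, after 15 min compound preincubation.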
Pin1 inhibitor: blocks the human prolyl isomerase Pin1. Pin1 FP peptide displacement, HiFluor488, 10 min. 390,000 compounds, 0.009% hits. Potency, µM (doses to about 115 µM), inactives show at the highest dose activity, negative = inhibition, hits mostly inhibitors; active means well fitted inhibition curve with a large enough effect in the polarisation, with a control signal flat, not every such curve was filed as active; inconclusive means small, poorly fitted or top-dose-only effect, or effect the other way, or a change in a side signal; inactive means no such curve, though single readings can be large or run the other way; the % refers to the polarisation; further: on the % scale 0 is the no-effect control and ±100 the full control effect
Target sequence (Q13526 whole entry, looked up): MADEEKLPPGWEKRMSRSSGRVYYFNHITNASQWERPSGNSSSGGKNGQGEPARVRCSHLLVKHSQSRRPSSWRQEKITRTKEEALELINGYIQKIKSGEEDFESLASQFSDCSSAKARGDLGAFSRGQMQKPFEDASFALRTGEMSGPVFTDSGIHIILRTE
GLS inh: inhibitors of human glutaminase (GLS); O94925; 410,000 compounds, 0.21% hits; Potency, µM (titrated, usually from 45.5 µM), for inactives: at the top dose activity change, negative = inhibition, actives largely listed as inhibitors; GLS enzymatic activity, qHTS titration; further: on the % scale 0 is the no-effect control and ±100 the full control effect
Target sequence (O94925 whole entry, looked up): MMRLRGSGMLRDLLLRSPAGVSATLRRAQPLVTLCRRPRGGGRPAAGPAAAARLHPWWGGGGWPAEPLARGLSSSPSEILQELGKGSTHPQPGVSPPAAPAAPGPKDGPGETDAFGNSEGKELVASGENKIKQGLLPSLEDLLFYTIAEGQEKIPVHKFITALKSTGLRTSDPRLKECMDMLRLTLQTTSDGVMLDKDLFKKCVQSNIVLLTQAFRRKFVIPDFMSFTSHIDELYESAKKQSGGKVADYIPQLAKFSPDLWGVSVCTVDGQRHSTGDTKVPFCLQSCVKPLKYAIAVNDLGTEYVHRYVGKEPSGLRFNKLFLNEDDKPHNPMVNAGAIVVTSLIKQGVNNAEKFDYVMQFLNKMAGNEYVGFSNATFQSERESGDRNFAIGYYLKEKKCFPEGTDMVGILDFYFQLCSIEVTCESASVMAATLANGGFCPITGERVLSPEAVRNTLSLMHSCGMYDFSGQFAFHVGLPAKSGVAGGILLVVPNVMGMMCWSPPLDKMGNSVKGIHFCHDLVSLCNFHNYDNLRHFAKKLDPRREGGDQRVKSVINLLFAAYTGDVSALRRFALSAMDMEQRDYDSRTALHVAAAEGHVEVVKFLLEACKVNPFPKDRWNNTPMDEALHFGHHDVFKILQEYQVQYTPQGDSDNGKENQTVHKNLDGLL
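hKGA; 45 mM KH2PO4 pH 8.2 + 0.02% Tween-20; cpd via pin tool; 1 mM Gln soln; GluOx/HRP/Amplex Red; RT 30 min; fluor. t0 & final.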
An asterisk follows results filed as active; i = inactive; ? = inconclusive; . = no result given; [ ] = another dose, or the depositor's remark. Unless noted, the call rests on the fitted dose curve; in most records, active means well fitted curve in the direction sought with a large enough effect; inconclusive means small, poorly fitted or top-dose-only effect, or another doubt; inactive means no such curve, though single readings can be large; an effect the other way counts as inactive or inconclusive. Potency means the concentration at half of the fitted maximal effect. These rows are one share of the data. The share of hits here may be higher or lower than overall.

structure,JMJD2A Tudor inh,PGK inhibitor,ERG Ets-DNA blk,RGS4 inh,HP1b chromo inh,rTrxR1 inhibitor,ALOX12 inh,Pin1 inhibitor,GLS inh
Cc1ccc(S(=O)(=O)N2CCN(c3nc(-c4cccs4)cc4ccccc34)CC2)cc1,-19%,.,.,9%,27%,5%,.,-1%,.
O=C(CCNC(=O)c1ccccc1Cl)Nc1cc(C(F)(F)F)ccc1Cl,-2%,-3%,-13%,9%,30%,3%,-5%,?,-9%
O=C(c1cc2nc(-c3ccccc3)cc(C(F)(F)F)n2n1)N1CCN2CCCC2C1 (centres undefined),-18%,-4%,2%,-14%,14%,23%[0.0914 µM],-11%,-2%,4%
CCc1cccc(C)c1Nc1c(-c2ccc(SC)cc2)nc2sccn12,?,-5%,-5%,-15%,?,16%,?,6%,3%
Cc1cc2c(c(SCC(=O)NCc3ccc(Cl)cc3)n1)C(=O)OC2,-5%,-3%,5%,23%,41%[activator],4%,-4%,2%,-2%
Cc1cc(CNC(=O)CC2C(=O)NCCN2Cc2ccccc2C(F)(F)F)on1 (centres undefined),-1%,5%,-12%,-10%,48%[activator],?,13%,?,3%
CC(C)(C)n1nc2c(c1NC(=O)Cc1ccc(F)cc1)CSC2,-21%,i,4%,7%,27%,11%,?,-3%,-3%
O=C(Nc1ccc(S(=O)(=O)N2CCOCC2)cc1)c1ccc([N+](=O)[O-])o1,-21%,-3%,14%,-35%,0%,-21%,-36%,0%,1%
O=C(Cn1c(=O)oc2cc(S(=O)(=O)N3CCCC3)ccc21)Nc1cccc(C(F)(F)F)c1,-11%,-3%,3%,-19%,12%,-2%,0%,12%,0%
Cc1c(C)c2c(OCC(=O)Nc3ccc(CCO)cc3)cc3c(c2oc1=O)CCC(C)(C)O3,-22%,-8%,7%,-18%,19%,-29%,27%,-1%,2%
O=C(O)CCC(=O)NN1C(=O)c2ccccc2NC1c1ccc(F)cc1 (centres undefined),6%,i,8%,-8%,24%,2%,1%,0%,2%
Cc1ccc(S(=O)(=O)NC(=O)NCc2ccc(Cl)cc2)cc1,1%,-3%,1%,16%,32%,18%[57.1 µM],-21%,5%,4%
CCc1ccc(N2C(=O)Nc3ccccc3C2(O)C(=O)N2CCN(c3ccccn3)CC2)cc1 (centres undefined),-30%,-6%,-4%,-3%,12%,24%[57.1 µM],5%,-2%,-26%
CCN(CC)S(=O)(=O)c1ccc(NC(=O)COC(=O)CNC(=O)C2CCCCC2)cc1,-17%,-2%,-2%,25%,16%,-15%,?,6%,10%
O=C(c1cc2cc([N+](=O)[O-])ccc2oc1=O)N1CCN(C2CCCCC2)CC1,-16%,-9%,-2%,-37%,18%,?,0%,3%,0%
CC(=O)N/N=C/c1cc2c(cc1[N+](=O)[O-])OCO2,-3%[57.1 µM],8%,-4%,-10%,27%,8%[57.1 µM],-20%,8%,-3%
COc1ccccc1C(=O)N/C(=C\c1cn(S(=O)(=O)N(C)C)c2ccccc12)C(=O)NCCCN1CCOCC1,-14%,-5%,-1%,-4%[56.9 µM],25%,16%[57.1 µM],-17%,-10%,-2%
Cc1ccn(CCC(=O)N2c3ccccc3CC2C)n1 (centres undefined),-21%,-2%,3%,-8%,-1%[57 µM],23%,-10%,-6%,-9%
Cc1ccc(S(=O)(=O)C(CNC(=O)COc2ccccc2)c2cccs2)cc1 (centres undefined),25µM*,10µM*,1%,6%,20µM*,-2%[57.1 µM],-10%,-14%,?
CCc1ccc(C2c3c(oc4cc(C)c(C)cc4c3=O)C(=O)N2c2nc(C)c(C(=O)OC)s2)cc1 (centres undefined),-14%,-9%,-14%,24%,45%[activator],15%,-6%,?,-4%
C=CCSc1n[nH]c(-c2ccc(OCCC)cc2)n1,-2%,-2%,1%,-22%,58%[activator],5%,5%,-5%,-10%
O=C(O)C1CCCCN1C(=O)c1cc2c(s1)CCCCC2 (centres undefined),-8%,4%,1%,13%,45%[activator],-1%,11%,5%,12%
CC1=NOC(=O)/C1=C\c1ccc(-c2ccc(Br)cc2C(=O)O)o1,-15%,-7%,23%,-46%,-5%,-7%[57.1 µM],?,-6%,-9%
O=C(NCc1ccc(Cl)cc1)c1cnc2sc(N3CCCC3)nn2c1=O,79µM*,i,5%,-30%,25%,1%[57.1 µM],-14%,-7%,4%
O=S(=O)(NCC1CCN(c2ccc(S(=O)(=O)N3CCOCC3)cc2)CC1)c1ccc(F)cc1,3%,2%,15%,8%,13%,22%[57.1 µM],?,10%,-13%
O=C(c1ccc2[nH]ccc2c1)N1CCCC(Nc2ccccc2)C1 (centres undefined),-19%,5%,-3%,35%,25%,4%,6%,-1%,22%
Cc1cc(NC(=O)CCc2nc3cccnc3n2-c2ccccc2)ccc1Br,-26%,5%,0%,3%,10%,8%,?,11%,-6%
COc1cccc(N2C(=O)CC(N3CCN(C(=O)c4ccco4)CC3)C2=O)c1 (centres undefined),-6%,i,5%,-8%,55%[activator],-6%[57.1 µM],0%,-2%,0%
CNc1nc2cc([N+](=O)[O-])c([N+](=O)[O-])cc2nc1NC,1%,-7%,5%,-21%,49%[activator],-17%[57.1 µM],-24%,2%,-8%
S=c1[nH]cnc2scc(-c3ccc(Cl)cc3)c12,-29%,7%,-11%,-46%,?,-30%[57.1 µM],8%,-2%,?
COC(=O)C1Sc2[nH]c(=O)sc2C(c2ccc(Cl)cc2)C1C(=O)OC (centres undefined),?,-6%,10%,-6%,-1%,22%,?,7%,-1%
COC(=O)c1ccc([N+](=O)[O-])cc1N1C(=O)C2C3CCC(C3)C2C1=O (centres undefined),-12%,7%,12%,3%,29%,29%,0%,2%,-4%
CCOc1ncccc1C(=O)N(C)CC(=O)Nc1ccccc1SC,2%,-10%,2%,-34%,44%[activator],6%[57.1 µM],?,0%,-10%
COc1ccc(C(=O)NCC2(c3ccccc3)CCCC2)c(OC)c1,18%,0%,-17%,0%,56%[activator],-3%,0%,-1%,-8%
COc1cccc(NC(=O)C2CCCN(c3ncnc4c3nc3n4CCCCC3)C2)c1 (centres undefined),-26%,-4%,2%,-7%,28%,17%,-7%,-3%,-8%
Cc1cccc(NC(=O)C2CCCN(S(=O)(=O)c3cnc[nH]3)C2)c1C (centres undefined),-13%,1%,-4%,-5%,23%,8%,-20%,-1%,-2%
COc1ccc2nc(C)c3c(c2c1)OC(C(C)(Cl)Br)C3 (centres undefined),-9%,-10%,11%,10%,22%,24%,?,3%,18%
COc1cccc(C2CC(c3cccs3)Nc3ncnn32)c1 (centres undefined),-20%,-1%,3%,1%,-4%,-7%,-19%,11%,6%
CC1CCN(S(=O)(=O)c2cccc(C(=O)Nc3ccccc3)c2)CC1,-9%,-5%,-1%,10%,25%,-4%,4%,-8%,-3%
CCn1nc(C(=O)NNC(=O)C(Cc2ccccc2)NC(N)=O)c2ccccc2c1=O (centres undefined),3%,3%,3%,3%,21%,12%,-11%,1%,-3%
CCN1CCN(c2cc(=O)n(-c3cc(Cl)ccc3C)c(=O)[nH]2)CC1,-6%,-10%,-4%,11%,17%,?,19%,?,13%

Taken from the results shown for reference:
structure,JMJD2A Tudor inh,PGK inhibitor,ERG Ets-DNA blk,RGS4 inh,HP1b chromo inh,rTrxR1 inhibitor,ALOX12 inh,Pin1 inhibitor,GLS inh
COC(=O)C1Sc2[nH]c(=O)sc2C(c2ccc(Cl)cc2)C1C(=O)OC (centres undefined),?,-6%,10%,-6%,-1%,22%,?,7%,-1%
COC(=O)c1ccc([N+](=O)[O-])cc1N1C(=O)C2C3CCC(C3)C2C1=O (centres undefined),-12%,7%,12%,3%,29%,29%,0%,2%,-4%
CCOc1ncccc1C(=O)N(C)CC(=O)Nc1ccccc1SC,2%,-10%,2%,-34%,44%[activator],6%[57.1 µM],?,0%,-10%
COc1ccc(C(=O)NCC2(c3ccccc3)CCCC2)c(OC)c1,18%,0%,-17%,0%,56%[activator],-3%,0%,-1%,-8%
COc1cccc(NC(=O)C2CCCN(c3ncnc4c3nc3n4CCCCC3)C2)c1 (centres undefined),-26%,-4%,2%,-7%,28%,17%,-7%,-3%,-8%
Cc1cccc(NC(=O)C2CCCN(S(=O)(=O)c3cnc[nH]3)C2)c1C (centres undefined),-13%,1%,-4%,-5%,23%,8%,-20%,-1%,-2%
COc1ccc2nc(C)c3c(c2c1)OC(C(C)(Cl)Br)C3 (centres undefined),-9%,-10%,11%,10%,22%,24%,?,3%,18%
COc1cccc(C2CC(c3cccs3)Nc3ncnn32)c1 (centres undefined),-20%,-1%,3%,1%,-4%,-7%,-19%,11%,6%
